AmpC inh no detg: qHTS Inhibitors of AmpC Beta-Lactamase (assay without detergent); AmpC nitrocefin hydrolysis, absorbance 480 nm, 0.0001% Triton; P00811; 0.52% of 330,000 active; Potency, µM (doses to about 57.1 µM), for the others: at the top dose activity change, negative = inhibition, usual class: inhibitors;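 further: potency means the concentration at half of the fitted maximal effect; plate controls were no compound for no effect and no enzyme for full effect; nearly all actives have a fitted effect of over 20% in size; some results filed as inactive show a strong effect at the top dose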
Target sequence (P00811 whole entry, looked up): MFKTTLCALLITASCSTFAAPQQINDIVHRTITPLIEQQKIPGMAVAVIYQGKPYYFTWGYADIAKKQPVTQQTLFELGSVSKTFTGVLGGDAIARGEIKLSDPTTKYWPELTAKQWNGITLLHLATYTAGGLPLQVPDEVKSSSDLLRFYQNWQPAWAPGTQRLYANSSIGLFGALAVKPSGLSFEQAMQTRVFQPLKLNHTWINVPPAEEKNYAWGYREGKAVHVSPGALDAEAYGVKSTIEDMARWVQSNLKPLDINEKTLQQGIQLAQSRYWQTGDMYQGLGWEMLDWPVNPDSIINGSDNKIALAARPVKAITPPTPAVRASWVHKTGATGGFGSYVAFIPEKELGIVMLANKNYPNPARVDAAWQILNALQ
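AmpC (5.3 nM in the dispensed reagent) in 20 mM phosphate pH 7.0 with 0.01% (detergent screen) or 0.0001% Triton X-100 was preincubated with compounds for 15 min at room temperature. Nitrocefin was then added from an 800 uM solution, and hydrolysis was followed at 480 nm.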
LmPK inhibitor: qHTS Assay for Inhibitors of Leishmania Mexicana Pyruvate Kinase (LmPK) | Q27686 | purified LmPK, Kinase-Glo ATP luminescence, 1 h | Potency, µM (highest dose often 57.5 µM), without a hit: top-dose activity change, negative = inhibition, usual class: inhibitors | 0.37% of 290,000 active; further: potency means the concentration at half of the fitted maximal effect
Target sequence (Q27686 whole entry, looked up): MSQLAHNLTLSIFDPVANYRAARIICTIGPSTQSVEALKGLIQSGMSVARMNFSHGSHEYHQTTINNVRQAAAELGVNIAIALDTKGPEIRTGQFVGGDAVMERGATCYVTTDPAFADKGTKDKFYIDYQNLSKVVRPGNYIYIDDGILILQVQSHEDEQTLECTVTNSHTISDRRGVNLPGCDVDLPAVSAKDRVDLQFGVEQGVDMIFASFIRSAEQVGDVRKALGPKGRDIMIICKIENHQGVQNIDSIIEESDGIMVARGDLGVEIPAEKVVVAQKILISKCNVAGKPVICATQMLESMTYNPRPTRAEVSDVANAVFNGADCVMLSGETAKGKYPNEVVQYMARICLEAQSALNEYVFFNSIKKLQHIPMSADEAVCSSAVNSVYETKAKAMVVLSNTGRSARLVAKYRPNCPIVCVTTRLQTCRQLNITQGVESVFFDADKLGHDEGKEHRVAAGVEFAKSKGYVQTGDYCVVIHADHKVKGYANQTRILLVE
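0.1 nM LmPK, 0.5 mM PEP, 0.1 mM ADP; 50 mM imidazole pH 7.2, 7 mM MgCl2, 50 mM KCl; 1 h RT. Kinase-Glo luminescence readout, normalized to no-enzyme (full inhibition) and uninhibited wells.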
AmpC inh detg: qHTS Inhibitors of AmpC Beta-Lactamase (assay with detergent); AID 485294, 2010; Potency, µM (doses to about 114 µM), for inactives: top-dose activity change, negative = inhibition, most hits filed as inhibitors; AmpC hydrolysis of nitrocefin, absorbance 480 nm, 0.01% Triton; P00811; 0.041% of 370,000 active;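 further: potency means the concentration at half of the fitted maximal effect; 0% = no-compound wells and -100% = no-enzyme wells; nearly all actives have a fitted effect of over 25% in size; some results filed as inactive show a strong effect at the top dose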
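20 mM phosphate pH 7.0 + 0.01% (detergent screen) or 0.0001% Triton X-100; 5.3 nM AmpC reagent; cpd preinc 15 min RT; nitrocefin (800 uM stock) to start; A480 q20 s × 4 min; Activity was normalised to no-enzyme and no-compound control wells.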
HCMV inh: qHTS Assay for inhibitors of the human cytomegalovirus (HCMV). 4.5% of 410,000 active. HFF cells, HCMV-luciferase reporter, 72 h; stronger effect = lower value. activity change, negative = inhibition, % at 57.5 µM; in the data active means activity change below about -60%; inconclusive means no clear call, values can overlap the other calls; inactive means above about -39%
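Steps: HFFs plated, 16 h 37C; compounds added; HCMV-luciferase added to MOI 1 PFU/cell; 72 h 37C; OneGlo reagent, 5 min room temperature; luminescence read, normalized to controls.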
AMA1 RON2 block: qHTS for Inhibitors of AMA1-RON; Towards Development of Antimalarial Drug Lead: Primary Screen; AlphaScreen AMA1-biotinylated RON2 peptide binding; Potency, µM (titrated, usually from 58.2 µM), without a hit: top-dose activity change, negative = inhibition, hits mostly inhibitors; 0.2% of 360,000 active; AID 720542, 2013;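 further: potency means the concentration at half of the fitted maximal effect; 0% = vehicle wells and -100% = peptide control; nearly all actives have a fitted effect of over 45% in size; some results filed as inactive show a strong effect at the top dose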
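AMA1 (3D7) with his tag at 25 nM final met compounds first, then biotinylated RON2 peptide at 25 nM; detection used donor plus acceptor beads, 10 µg/mL apiece, read by AlphaScreen after 30 min at room temperature.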
HCV inh: qHTS Assay for Inhibitors of Hepatitis C Virus (HCV); Huh7.5.1 HCVcc-Cre infection, luciferase reporter, 44 h; 3.4% of 340,000 active; Potency, µM (titrated, usually from 41.8 µM), inactives show at the top dose activity change, negative = inhibition, usual class: inhibitors; further: potency means the concentration at half of the fitted maximal effect
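HCVcc-Cre virus at an moi near 0.5 was added right after compound to cells cultured 4 h from seeding (1,000 cells/well). Luciferase activity was determined 44 h later, 15 min after substrate addition at RT.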
TbPYK inhibitor: qHTS of Trypanosoma Brucei Inhibitors; pyruvate kinase (Trypanosoma brucei), Q57TT1; TbPYK enzyme, Kinase-Glo Plus ATP luminescence, 45 min; Potency, µM (top dose mostly 76.8 µM), without a hit: top-dose activity, negative = inhibition, most hits filed as inhibitors; 0.12% of 410,000 active; further: potency means the concentration at half of the fitted maximal effect; nearly all actives have a fitted effect of over 50% in size
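Enzyme and substrate buffer are dispensed first and compound is pin-transferred. ADP at 130 uM final then starts the reaction, which runs 45 min at room temperature. Detection reagent is added for 10 min before luminescence is imaged.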
Starred values were filed as active, the others as inactive; ? = inconclusive; nt = no result given; [ ] = another dose, or the depositor's remark. Unless noted, the call rests on the fitted dose curve; in most records, active means well fitted curve in the direction sought with a large enough effect; inconclusive means small, poorly fitted or top-dose-only effect, or another doubt; inactive means no such curve, though single readings can be large; an effect the other way counts as inactive or inconclusive. Unless noted, on the % scale 0 is the no-effect control and ±100 the full control effect.

SMILES	AmpC inh no detg	LmPK inhibitor	AmpC inh detg	HCMV inh	AMA1 RON2 block	HCV inh	TbPYK inhibitor
CCOc1ccc(NC(=O)CSc2oc(-c3ccco3)nc2S(=O)(=O)c2ccccc2)cc1	nt	nt	8%	5	nt	nt	1%
Fc1cccc(Cl)c1CSc1ccc(-c2ccco2)nn1	-49%	-5%	-3%	-24	?	10%	-1%
CSc1ccc(CCNC(=O)CCn2c(=O)c3cccn3c3cccnc32)cc1	nt	nt	-2%	15	nt	nt	5%
COCCn1c(SCC(=O)N2CCc3ccccc32)nc2c(c1=O)SC(C)C2 (stereo not drawn)	55%	7%	13%	11	-13%	-4%	-11%
Cc1ccc(-c2nnc(SC(C)C#N)n2N)cc1 (stereo not drawn)	-21%	-1%	0%	20	-6%	-10%	0%
CCOC(=O)C[N+]1(C)CCN(C(C)=O)CC1	-1%	-1%	9%	10	-4%	5%	-12%
O=C(CSc1n[nH]c(-c2ccco2)n1)Nc1ccccc1	-9%	nt	-14%	-17	0%	0%	-22%
COc1cc2c(cc1OC)C1O[C@](CCCCN3C(=O)c4ccccc4C3=O)(C2)Oc2cc(C)n(Cc3ccccc3)c(=O)c21	35%[11.4 µM]	-2%[11.5 µM]	-10%[22.9 µM]	nt	nt	nt	nt
CC(CC1CC(C)(C)OC1=O)C(=O)Nc1nncs1 (stereo not drawn)	-15%	-3%	?	-36	1%	14%	-1%
Cc1cc(C)n(-c2nc(C)nc3c2cnn3-c2ccccc2)n1	-14%	3%	-17%	66	10%	-10%	7%
O=C(O)c1cnn2c(C(F)F)cc(C3CC3)nc12	-3%	3%	-6%	48	?	1%	-4%
Cc1ccc2c(c1)C(C)(c1ccccc1)CC(C)(C)N2C(=O)c1ccc(F)cc1 (stereo not drawn)	nt	nt	3%	?	nt	nt	4%
Cc1cc(C)n(C(=O)CNC(=O)c2ccc(Cl)cc2Cl)n1	-15%	-15%	-7%	-10	-11%	6%	2%
CSc1ccc(CNc2ncc(-c3ccccc3)n2C)cc1	nt	nt	5%	9	nt	nt	38%[activator]
O=C(NCC(c1ccc2c(c1)OCO2)N1CCOCC1)c1ccccc1 (stereo not drawn)	nt	nt	6%	21	nt	nt	5%
Cc1ccccc1OCC(=O)N/N=C/c1ccncc1	-27%	-6%	?	-11	14%	38%[activator]	-2%
c1ccc2c(c1)OCC(CNCC1COc3ccccc3O1)O2 (stereo not drawn)	0%	-2%	?	61	2%	24%	-3%
Cc1ccc(CC2C(=O)N(c3ncccn3)C(=O)C2C)cc1 (stereo not drawn)	-3%	1%	-12%	-29	1%	9%	-7%
Cc1ccccc1C1NC(=S)NC2=C1C(=O)CCC2 (stereo not drawn)	-23%	-2%	4%	3	-7%	-4%	-22%
CCC(=O)Nc1ccc(C(=O)Cn2ncc(Cl)c(Cl)c2=O)cc1	-5%	1%	-8%	-103*	-3%	?	2%
Cc1ccc(C)c(N2CCN(C(=O)c3ccc(N4CCCC4=O)cc3)CC2)c1	123%[activator]	4%	-17%	nt	10%	?	0%
Cc1cc(NC(=O)c2cc(Cl)ccc2Cl)no1	4%	0%	-10%	-11	0%	?	1%
Nc1cnc(Nc2ccc(Br)cc2)nc1N	-23%	-3%	-4%	2	3%	-20%	-3%
O=C(Nc1ccc(-c2ccc3nncn3n2)cc1)c1ccc(Br)o1	-14%	-2%	0%	-37	-4%	3%	-8%
CC1CN(c2ccc(Cl)cc2)c2nc3c(c(=O)n(CC(=O)O)c(=O)n3C)n2C1 (stereo not drawn)	nt	nt	-2%	-5	nt	nt	-1%
COC(=O)[C@@]12CCCCN1[C@H](c1ccc(-c3cccc(Cl)c3)cc1)[C@H]1C(=O)N(C)C(=O)[C@H]12	19%	nt	-2%	0	-6%	17%	-11%
COc1ccc(Nc2cc(C(=O)NCc3ccccc3OC)c3ccccc3n2)cc1	nt	nt	6%	-9	nt	nt	2%
Cc1cccc(N(C(=O)c2sc(C)nc2C)C(C(=O)NCC2CCCO2)c2ccccc2)c1 (stereo not drawn)	3%	-6%	-20%	0	-3%	16%	1%
CC(C)Oc1ccc(CNC(=O)c2ccc(NC(=O)N3CCSc4ncccc43)cc2)cc1	nt	nt	-2%	?	nt	nt	-9%[15.4 µM]
CS(=O)(=O)c1ccc(C2=C(CNC(=O)c3ccc([N+](=O)[O-])cc3)[C@H]3CC[C@@H](C2)N3CCOc2ccccc2)cc1	nt	nt	nt	-14	9%	nt	-1%
Cc1ccc(-c2nc(CS(=O)CC(=O)NC3CCCC(C)C3C)c(C)o2)cc1 (stereo not drawn)	142%[activator]	2%	1%	-26	-7%	?	-2%
CCN(CC)S(=O)(=O)c1cccc(C(=O)OCC(=O)Nc2ccccc2OC(F)F)c1	-7%	1%	-3%	-21	-29%	1%	6%
Fc1ccccc1Cn1nnc2c(NCc3ccccn3)ncnc21	-9%	5%	4%	37	23%	21%	6%
Cc1ccc(C(=O)COC(=O)COc2ccccc2O)cc1C	-19%	nt	nt	-4	-7%	-15%	-8%
COc1ccccc1-n1c(SCC(=O)Nc2nnc(C)s2)nc2c(c1=O)SCC2	-33%	-6%	4%	nt	-7%	24%	-3%
CC1=C(C(=O)Nc2cccc(C)c2C)C(c2cccs2)NC(=S)N1 (stereo not drawn)	-20%	7%	8%	-9	2%	0%	-7%
NC(=O)/C(=C\c1ccccc1)NC(=O)/C=C/c1ccccc1	-16%	1%	?	14	11%	10%	-3%
CCn1c(SCC(=O)N/N=C/c2ccccc2OCC(=O)O)nnc1-c1ccc(C)cc1	-26%	0%	0%	1	29%	6%	1%
Cc1ccc(CN2CC(N3CCC(Cc4ccccc4)CC3)CS2(=O)=O)cc1 (stereo not drawn)	nt	nt	nt	22	-20%	nt	-4%
COc1c(S(=O)(=O)N2CCN(C)CC2)ccc(Cl)c1Cl	0%	-4%	-13%	-10	-7%	12%	-2%

An excerpt of the results above, for reference:
SMILES	AmpC inh no detg	LmPK inhibitor	AmpC inh detg	HCMV inh	AMA1 RON2 block	HCV inh	TbPYK inhibitor
NC(=O)/C(=C\c1ccccc1)NC(=O)/C=C/c1ccccc1	-16%	1%	?	14	11%	10%	-3%
CCn1c(SCC(=O)N/N=C/c2ccccc2OCC(=O)O)nnc1-c1ccc(C)cc1	-26%	0%	0%	1	29%	6%	1%
Cc1ccc(CN2CC(N3CCC(Cc4ccccc4)CC3)CS2(=O)=O)cc1 (stereo not drawn)	nt	nt	nt	22	-20%	nt	-4%
COc1c(S(=O)(=O)N2CCN(C)CC2)ccc(Cl)c1Cl	0%	-4%	-13%	-10	-7%	12%	-2%

Next part
SMILES	AmpC inh no detg	LmPK inhibitor	AmpC inh detg	HCMV inh	AMA1 RON2 block	HCV inh	TbPYK inhibitor
CCCCCCCCN1[C@@H](CC(=O)OC)c2cc(C(F)(F)F)ccc2S1(=O)=O	nt	nt	nt	-30	43%[activator]	-6%	3%
CCCCc1nc2cc(C(=O)NCc3ccccn3)ccc2o1	-13%	-2%	1%	2	91%[activator]	9%	2%
CN(CC(=O)Nc1ccc(Cl)c(C(F)(F)F)c1)C(=O)CCN1C(=O)C2CCCCC2C1=O (stereo not drawn)	145%[activator]	nt	-14%	-15	12%	3%	-1%
Cc1ccc(-n2nc3c(c2NC(=O)c2ccccc2Br)CS(=O)C3)cc1 (stereo not drawn)	-13%	2%	-15%	172	10%	4%	2%
Cc1ccc(NC(=O)COC(=O)C2CSC3(C)CCC(=O)N23)c(C)c1 (stereo not drawn)	-15%	nt	-13%	0	-24%	4%	1%
CC(c1nnc(SCC(=O)N2CCc3ccccc32)n1-c1ccc(Cl)cc1)N(C)C (stereo not drawn)	-1%	4%	-4%	-16	-1%	8%	2%
O=S1(=O)CC(N2CCN(CCO)CC2)CN1Cc1cn(Cc2ccc(C(F)(F)F)cc2)nn1 (stereo not drawn)	nt	nt	nt	-18	-5%	nt	-3%
O=C(O)C1CC(=O)N(c2ccc3c(c2)OCCO3)C1 (stereo not drawn)	1%	1%	0%	-3	-4%	21%	?
CCC(c1nnnn1Cc1ccco1)N1CCN(c2cc(Cl)ccc2C)CC1 (stereo not drawn)	22%	-7%	-7%	-17	-9%	?	-24%
CCCNC(=O)c1nn2c(C(F)(F)F)cc(-c3ccccc3)nc2c1Cl	-11%	-3%	6%	21	1%	?	-6%
C#Cc1ccc([C@H]2C=C(C(=O)N3CCN(Cc4ccc5c(c4)OCO5)CC3)O[C@@H](OCc3ccc(CO)cc3)C2)cc1	64%[activator]	6%	-4%	0	0%	14%[8.37 µM]	-6%
Cc1ccc(Cl)cc1NC(=S)N(CCN(C)C)C(C)c1ccccn1 (stereo not drawn)	19%	-2%[11.5 µM]	4%	?	87%[activator]	-13%	2%
CCOc1ccccc1CNC(=O)CCN1C(=O)COc2ccccc21	-4%	-2%	-1%	39	-11%	-21%	0%
Cn1nc(C(F)(F)F)c2cc(C(=O)Nc3ccc(F)c(Cl)c3)sc21	-23%	4%	-7%	-75*	4%	?	-5%
COCCn1c(SCC(=O)Nc2ccc(N3CCOCC3)cc2)nc2ccccc21	4%	-2%	0%	11	-16%	4%	-1%
COC(=O)c1ccccc1NC(=O)c1ccccc1N(C)S(C)(=O)=O	-3%	0%	2%	92	0%	-5%	-5%
Cc1cccc2sc(NC(=O)C3CCCO3)nc12 (stereo not drawn)	-4%	1%	?	68	-3%	?	-1%
CCC(=O)Nc1ccccc1-c1nc2ccccc2n(C(C)C(=O)Nc2ccc(OC)cc2)c1=O (stereo not drawn)	nt	nt	-2%	5	nt	nt	4%
COc1ccc2[nH]c3c(C)c4cc[n+](C)cc4c(C)c3c2c1	nt	nt	nt	-98*	-2%	?	-20%
O=C(OCn1cncn1)c1ccc(Cl)cc1Cl	-12%	6%	?	42	-11%	-1%	-4%
CCOC(=O)C1CCCN(CCC(=O)Nc2ccc(C)cc2)C1 (stereo not drawn)	-13%	4%	0%	5	-5%	12%	4%
CCC1C(=O)C(CC)C(c2ccccc2)NC1c1ccccc1 (stereo not drawn)	-23%	2%	3%	-22	5%	-7%	5%
CCOc1ccc(OCC)c(N=c2oc3c(C)ncc(CO)c3cc2C(N)=O)c1	0%	-3%	1%	75	-5%	-6%	-2%
